Source: PubChem (NCI)
All columns: NCI-60 one-dose screen, growth in % after 48 h at 10 µM unless noted; 100 = growth as untreated, 0 = no growth, -100 = all killed.
BT-549 = BT-549 breast cancer | 4.4% of 78,000 active | AID 1794793
SK-MEL-2 = SK-MEL-2 melanoma. 4.7% of 77,000 active. AID 1794763
T-47D = T-47D breast cancer; AID 1794792; 5% of 79,000 active
HS 578T = HS 578T breast cancer. 4.1% of 78,000 active. AID 1794788
LOX IMVI = LOX IMVI melanoma | AID 1794757 | 7.4% of 79,000 active
MALME-3M = MALME-3M melanoma. 5.8% of 78,000 active
MDA-MB-231 = MDA-MB-231 breast cancer; 5% of 81,000 active
MCF7 = MCF7 breast cancer; 6.3% of 82,000 active
Numbers without * were called inactive; . = not tested or not shown; & = joins results of further samples. Rule for the calls: active = growth percent below 10; inactive = the rest.

SMILES	BT-549	SK-MEL-2	T-47D	HS 578T	LOX IMVI	MALME-3M	MDA-MB-231	MCF7
CCOC(=O)c1ccc2c(c1)nc(/C=C/c1cc(OC)c(OC)c(OC)c1)n2-c1cc(C(C)(C)C)[nH]n1	90.5	81.8	80.7	88.2	72.8	100.0	58.5	86.7
Cc1cc(O)cc(-c2nn(C)cc2-c2cc(NC[C@@H](C)O)nc(-c3cccnc3)n2)c1	105.6	99.6	75.7	82.4	91.3	113.8	60.7	83.8
COC(=O)c1ccc(NC(=O)c2c(C)[nH]c3ccc([N+](=O)[O-])cc3c2=O)cc1O	97.7	97.7	90.5	107.4	.	96.0	99.1	83.5
COC(=O)[C@H](Cc1ccccc1)NC(=O)[C@@H](N)CC(=O)O	96.9	98.8	97.7	94.2	102.8	103.5	114.2	101.3
CN(C)c1ccc(/C=N\NC(=O)c2ccc3nc(-c4ccc(Cl)cc4)[nH]c3c2)cc1	106.2	83.3	59.4	70.0	34.0	11.8	63.9	17.4
Cc1cc(=O)oc2ccc(C(C)(C)C)cc12	103.3	118.2	98.2	.	96.5	97.1	106.0	97.3
Cc1ccc2oc(=O)cc(C3NNC(=S)N3)c2c1 (stereo unspecified)	95.6	108.7	95.3	93.6	97.2	107.2	97.5	92.5
CCN(CC)CCOc1nc2ccccc2c2c1-c1ccc(OC)cc1C2=O	60.8	-2.6*	47.1	1.8*	-47.2*	.	10.7	0.4*
Cc1ccc(S(=O)(=O)NCC[C@@H]2C[C@H]2c2ccc3ccccc3c2)cc1	98.9	99.5	70.3	94.6	107.0	102.7	106.9	96.8
O=C1/C(=C/C2=Cc3ccccc3OC2)SC(=S)N1c1ccccc1	109.1	103.0	71.8	82.3	75.1	82.7	86.2	75.3
Cc1ccc(C(=O)CSc2nnc3n2N=C(c2ccc(C)cc2)CS3)cc1	89.5	95.3	80.2	74.8	103.9	114.5	89.5	86.6
N[C@@H](CCCCNCC(=O)O)C(=O)O	110.8	114.6	96.9	98.2	100.0	97.6	89.1	104.7
CCOC(=O)Nc1c(C)cc(C)cc1C	102.1	100.2	90.5	106.7	94.2	103.8	118.1	95.1
C[C@H]1[C@H]2C3=CC[C@@H]4[C@@]5(C)CCC(=O)C(C)(C)[C@@H]5CC[C@@]4(C)[C@]3(C)CC[C@@]2(C(=O)N2CCN(C)CC2)CC[C@@H]1C	94.1	107.0	58.8	88.9	84.8	87.6	81.3	73.5
O=C(O)c1ccccc1Nc1cc(Cl)ccc1Cl	96.7	97.9	114.2	103.1	92.5	91.6	113.3	104.3
COc1ccc(C(=O)COc2nc(-c3cccnc3)cc(-c3ccc(OC)c(OC)c3)c2C#N)cc1	.	.	72.3	92.7	96.8	102.5	84.1	101.8
CCCCCCCC/C=C\CCCCCCCCOc1cccc(CC(=O)NCC[N+]2(C)CCCCC2)c1	95.3	91.8	.	73.9	74.5	79.1	71.2	75.7
COc1cccc(-c2nn(-c3ccccc3)cc2-c2ccnc(NCCNC(=O)Nc3ccc(Cl)c(Cl)c3)c2)c1	-4.7*	-12.1*	12.6	-22.1*	-68.8*	25.3	-22.9*	6.7*
O/N=C\c1cc(-c2ccc(Cl)cc2)on1	88.3	127.7	.	91.4	100.2	92.6	99.7	91.8
COc1ccc(-c2nc(SC(C)C)nc(NC3CC3)c2C#N)cc1	94.7	119.7	91.7	100.8	94.5	117.9	95.2	98.2

Quoted at random: 3 compounds from above.
SMILES	BT-549	SK-MEL-2	T-47D	HS 578T	LOX IMVI	MALME-3M	MDA-MB-231	MCF7
O/N=C\c1cc(-c2ccc(Cl)cc2)on1	88.3	127.7	.	91.4	100.2	92.6	99.7	91.8
N[C@@H](CCCCNCC(=O)O)C(=O)O	110.8	114.6	96.9	98.2	100.0	97.6	89.1	104.7
COC(=O)[C@H](Cc1ccccc1)NC(=O)[C@@H](N)CC(=O)O	96.9	98.8	97.7	94.2	102.8	103.5	114.2	101.3

Profiles, looked up by structure. Order of values: BT-549, SK-MEL-2, T-47D, HS 578T, LOX IMVI, MALME-3M, MDA-MB-231, MCF7
`O=C1/C(=C/C2=Cc3ccccc3OC2)SC(=S)N1c1ccccc1` in the list: 109.1, 103.0, 71.8, 82.3, 75.1, 82.7, 86.2, 75.3
`O=C(O)c1ccccc1Nc1cc(Cl)ccc1Cl` in the list: 96.7, 97.9, 114.2, 103.1, 92.5, 91.6, 113.3, 104.3
`N[C@@H](CCCCNCC(=O)O)C(=O)O` in the list: 110.8, 114.6, 96.9, 98.2, 100.0, 97.6, 89.1, 104.7
`Cc1ccc(S(=O)(=O)NCC[C@@H]2C[C@H]2c2ccc3ccccc3c2)cc1` in the list: 98.9, 99.5, 70.3, 94.6, 107.0, 102.7, 106.9, 96.8
`COC(=O)[C@H](Cc1ccccc1)NC(=O)[C@@H](N)CC(=O)O` in the list: 96.9, 98.8, 97.7, 94.2, 102.8, 103.5, 114.2, 101.3

(more compounds)
SMILES	BT-549	SK-MEL-2	T-47D	HS 578T	LOX IMVI	MALME-3M	MDA-MB-231	MCF7
COc1ccc(-c2cc(=O)c3ccc4c(O)cccc4c3o2)cc1	107.5	108.0	99.9	.	116.3	120.7	119.2	99.1
CCOC(=O)c1cnn2c(-c3ccccc3O)nc(NCc3ccccc3)nc12	98.0	97.2	74.2	80.0	62.0	99.3	57.3	86.6
N#Cc1c(-c2ccccc2)cc(-c2ccccc2)n(CC(=O)Nc2ccccc2N)c1=O	103.1	100.0	83.3	91.8	85.0	95.5	84.4	78.7
COc1ccc(/C=C/C(=O)c2ccc(OC)c(S(=O)(=O)Nc3c(N)nc(SC)[nH]c3=O)c2)cc1	67.7	99.3	107.7	96.6	89.0	102.6	98.4	86.3
COc1ccc(/C=C/c2nc(N3CCOCC3)c3cc(Cl)c(Cl)cc3n2)cc1OC	96.5	93.8	84.8	121.8	99.2	101.4	110.6	98.8
N#C/C(=C/c1ccco1)C(=O)O	108.0	89.5	101.2	113.3	90.2	109.2	108.1	94.9
CCn1cc(C(=O)O)c(=O)c2cc(F)c(N3CCN(C(=O)CSc4nc(N)cc(=O)[nH]4)CC3)cc21	107.2	.	99.0	99.1	96.5	102.3	101.2	102.1
CCCCCCCCCCCCNC(=S)SCCC(=O)O	97.8	114.0	86.6	93.6	98.0	139.8	101.7	90.4
Cc1nc(Nc2nc3ccccc3o2)nc(-c2cccc([N+](=O)[O-])c2)c1C(=O)Nc1ccc(F)c(Cl)c1	19.4	-33.7*	5.3*	4.6*	0.0*	6.2*	-17.4*	3.7*
Cc1cc2nc3c4cc(N)ccc4n(CCN(C)C)c3nc2cc1C	45.0	17.6	16.1	41.8	.	-16.6*	7.8*	-19.6*
CCN1CCN(C2=C(N3CCN(CC)CC3)c3c(sc4c(F)cccc34)C(c3cccc([N+](=O)[O-])c3)N2)CC1 (stereo unspecified)	102.9	120.1	109.1	.	98.5	102.3	92.8	91.8
CCCc1oc2ccccc2c(=O)c1C(=O)c1ccc(O)cc1	.	104.2	99.2	98.3	96.4	90.6	117.2	103.9
Brc1ccc2c(c1)c(-c1nc(-c3c[nH]c4ncccc34)cs1)cn2CCCN1CCCCC1	72.8	36.8	45.0	52.1	-93.5*	-45.9*	-43.3*	-68.1*
Nc1nc(-c2cc3ccccc3oc2=O)co1	91.4	91.6	104.7	94.6	93.8	97.9	85.5	94.0
C#Cc1ccc(S(=O)(=O)Nc2cccc(-c3csc(NC(C)=O)n3)c2)cc1	55.7	81.5	42.8	83.6	54.6	78.7	84.5	64.5
COc1ccc(/C=C2/Sc3c(F)cccc3C2=O)c(OC)c1	103.5	117.9	103.2	.	100.0	95.8	110.2	95.9
Cc1ccn(C)c(=N)c1	92.2	101.5	93.6	97.4	87.6	104.2	106.1	94.7
CC(C)OC(=O)c1cccc([N+](=O)[O-])c1	108.2	110.2	112.1	106.3	109.4	120.7	112.6	104.6
COc1ccc(/C=C/C(=O)Oc2cc(C)c3sc(=O)[nH]c3n2)cc1	114.2	110.0	95.9	103.7	95.8	102.3	91.8	104.9
O=[N+]([O-])c1ccc(/C=C/CCOc2ccccc2)cc1	95.4	93.7	88.2	110.9	103.1	105.4	118.6	93.1
C=CCn1c(SCC(=O)Nc2ccc(C(=O)/C=C/c3ccc(Cl)cc3)cc2)nnc1-c1cc(-c2ccc(Cl)cc2)nc2ccccc12	104.3	101.3	85.7	101.6	87.2	110.4	89.1	47.0
O=C(Oc1ccc(-c2ccccc2[N+](=O)[O-])cc1)c1ccccc1	95.1	107.1	103.0	95.5	96.4	103.0	103.0	101.5
CCOc1ccc(/C=N/Nc2cc(C)nc3ccc(Br)cc23)cc1	91.3	117.0	89.2	100.5	84.4	101.8	68.5	75.8
Cc1cc(N2CCCC2)nc(N(CCCNc2ccnc3cc(Cl)ccc23)Cc2ccc3c(c2)OCO3)n1	-14.1*	-50.7*	-18.4*	-32.2*	-78.3*	-76.9*	4.2*	-12.8*
CC(C)c1cccc(O)c1O	92.0	105.9	91.2	95.7	102.9	88.2	100.5	87.5
CCOC(=O)c1cc(C(=O)c2cc(OC)cc(OC)c2)n2nc(-c3ccc(Cl)cc3)ccc12	82.0	92.2	92.2	85.3	95.8	94.2	105.5	86.1
CC(C)NCC(O)c1ccc(O)c(O)c1 (stereo unspecified)	84.0&79.9&84.7	110.0&110.2	102.4&90.5&98.0	108.9&96.6&112.1	95.4&110.9&94.2	141.4&88.7&100.8	85.1&78.9&84.0	108.9&85.1&100.1
NCCCCOc1ccccc1	102.4	112.1	101.2	120.5	97.1	111.4	87.6	94.8
CC(=O)c1cc(-c2ccccc2N)n(-c2ccc3c(c2)OCO3)c1C	1.1*	51.6	71.0	32.6	35.1	48.7	21.3	14.8
Nc1nc(N)c2c(n1)NC(c1sc(Cl)nc1Cl)CC(c1ccccc1)=N2 (stereo unspecified)	44.5	.	43.6	48.1	41.5	26.8	47.8	31.3
O=S(=O)(O)c1cc(Cl)ccc1Cl	96.4	116.1	102.8	107.6	103.6	114.7	106.2	102.2
COc1ccc(-n2c(C(O)c3ccccc3)n[nH]c2=S)cc1 (stereo unspecified)	110.3	96.7	97.7	110.5	91.4	94.9	92.2	93.7
COC(=O)C1(CS(C)(=O)=O)NC(=S)NC(=O)C1C#N (stereo unspecified)	101.0	106.3	97.3	89.8	.	101.6	107.3	93.6
Nc1nc(Nc2ccccc2SSc2ccccc2Nc2nc(N)nc(-c3ccncc3)n2)nc(-c2ccncc2)n1	90.4	107.0	96.9	95.1	75.6	113.2	77.0	83.4
Cc1ccc(N2CCN(CSc3ccccc3)CC2)cc1	73.1	106.4	92.3	103.0	94.7	88.1	96.4	90.5
CS(=O)(=O)Nc1ccc(C(=O)NC(C(=O)NO)c2ccc(-c3cccc(F)c3)cc2)cc1 (stereo unspecified)	94.1	73.6	82.4	73.0	44.8	92.0	42.1	66.7
COC(=O)CC1Oc2ccc(F)cc2-c2nc(C)ncc21 (stereo unspecified)	97.3	100.9	96.0	96.5	92.3	98.8	104.9	89.7
Nc1ccccc1NC1CCN(Cc2ccccc2)CC1	98.8	.	92.2	103.0	85.8	105.3	.	90.9
COC(=O)[C@]12CC[C@@H](C)[C@H](C)[C@@H]1C1=CC[C@@H]3[C@@]4(C)C/C(=N\O)[C@H](O)[C@@]5(C)COC(=C45)C[C@@]3(C)[C@]1(C)CC2	-79.8*	-91.3*	-84.6*	-33.6*	-71.6*	-71.1*	-59.3*	-71.1*
OCC(O)c1ccccn1 (stereo unspecified)	90.4	114.8	105.7	95.8	122.3	106.8	113.2	103.1
